WRN inhibitor – qHTS for Inhibitors of WRN Helicase; Bifunctional 3'-5' exonuclease/ATP-dependent helicase WRN (Homo sapiens), Q14191; WRN helicase unwinding, fluorescent forked duplex, kinetic; AID 651768, 2012; hit rate 0.46% among 360,000; Potency, µM (highest dose often 114 µM), for the others: at the highest dose activity change, negative = inhibition, most hits filed as inhibitors; also: potency is read from the fitted curve at half-maximal effect; % is scaled to controls: 0 for no effect and ±100 for the full control effect; nearly all actives have a fitted effect of over 55% in size
Target sequence (Q14191 whole entry, looked up): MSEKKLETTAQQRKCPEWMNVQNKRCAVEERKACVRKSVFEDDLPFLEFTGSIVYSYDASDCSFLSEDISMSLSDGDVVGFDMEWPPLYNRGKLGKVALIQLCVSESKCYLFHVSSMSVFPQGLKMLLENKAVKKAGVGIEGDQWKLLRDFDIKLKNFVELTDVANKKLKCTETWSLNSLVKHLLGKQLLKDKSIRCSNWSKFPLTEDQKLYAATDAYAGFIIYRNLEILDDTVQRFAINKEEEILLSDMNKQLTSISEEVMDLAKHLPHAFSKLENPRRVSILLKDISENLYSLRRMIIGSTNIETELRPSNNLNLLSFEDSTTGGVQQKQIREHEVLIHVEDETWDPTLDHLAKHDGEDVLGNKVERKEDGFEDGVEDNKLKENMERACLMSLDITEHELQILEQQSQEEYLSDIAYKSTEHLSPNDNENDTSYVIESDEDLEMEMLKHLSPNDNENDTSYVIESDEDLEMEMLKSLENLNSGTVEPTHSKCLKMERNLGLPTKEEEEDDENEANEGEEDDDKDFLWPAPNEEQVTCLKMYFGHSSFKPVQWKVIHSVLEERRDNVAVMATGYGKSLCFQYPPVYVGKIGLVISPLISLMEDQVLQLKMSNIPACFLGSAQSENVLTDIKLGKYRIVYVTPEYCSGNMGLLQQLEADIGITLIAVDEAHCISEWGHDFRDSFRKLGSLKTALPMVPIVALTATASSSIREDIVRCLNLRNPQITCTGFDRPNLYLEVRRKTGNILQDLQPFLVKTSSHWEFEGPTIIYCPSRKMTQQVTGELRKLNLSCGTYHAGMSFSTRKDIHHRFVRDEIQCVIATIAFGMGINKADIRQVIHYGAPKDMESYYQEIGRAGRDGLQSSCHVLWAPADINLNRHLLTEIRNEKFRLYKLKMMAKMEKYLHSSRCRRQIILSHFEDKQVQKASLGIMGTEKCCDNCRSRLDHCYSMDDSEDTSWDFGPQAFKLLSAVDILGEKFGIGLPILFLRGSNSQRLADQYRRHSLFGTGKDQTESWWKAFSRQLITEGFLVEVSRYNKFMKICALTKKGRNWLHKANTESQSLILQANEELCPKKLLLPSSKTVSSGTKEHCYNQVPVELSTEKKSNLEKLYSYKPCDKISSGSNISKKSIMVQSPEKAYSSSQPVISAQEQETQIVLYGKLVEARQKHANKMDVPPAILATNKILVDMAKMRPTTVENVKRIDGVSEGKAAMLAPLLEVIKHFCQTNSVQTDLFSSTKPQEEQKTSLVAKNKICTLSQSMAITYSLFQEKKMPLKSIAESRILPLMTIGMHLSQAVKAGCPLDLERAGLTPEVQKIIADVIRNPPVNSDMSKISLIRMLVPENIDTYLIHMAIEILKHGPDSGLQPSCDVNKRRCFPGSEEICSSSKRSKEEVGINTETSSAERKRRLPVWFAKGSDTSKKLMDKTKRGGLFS
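Enzyme (20 nM final) and test compound sit together 15 min at room temperature before substrate addition. Substrate is a single-forked duplex oligonucleotide (100 nM) labelled with fluorophore and quencher, with 2 mM ATP; helicase unwinding raises red fluorescence, read kinetically.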
GLP-1R agonist – qHTS of GLP-1 Receptor Agonists; Glucagon-like peptide 1 receptor (Homo sapiens), P43220; HEK293 GLP-1R CRE-luciferase, luminescence, 4-6 h; cells express a hypersensitive GLP-1R form; Potency, µM (titrated, usually from 45.6 µM), for the others: at the top dose activation, actives largely listed as activators; hit rate 0.007% among 380,000; also: potency is read from the fitted curve at half-maximal effect; % of control where 0% means no effect
DRD3 agonist – qHTS of D3 Dopamine Receptor Agonist: qHTS; AID 652048, 2013; hit rate 0.58% among 410,000; max activation, %; D3R DiscoveRx beta-arrestin cells, luminescence, 90 min; D(3) dopamine receptor (Homo sapiens), P35462; in the data active = max activation above about 30%; also: 0% is about no effect; mostly tested at two doses, the higher about 12 µM
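Agonist mode: compounds and dopamine controls were applied to plated cells for 90 min at 37 degrees C after an overnight attachment at 1500 cells/well. Luminescent read-out followed 30 - 60 minutes at room temperature with DiscoveRx detection reagent.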
PLK1 PBD inh – qHTS for Inhibitors of PLK1-PDB (polo-like kinase 1 - polo-box domain): Primary Screen; Serine/threonine-protein kinase PLK1 (Homo sapiens), P53350; Plk1 PBD binding of FITC phosphopeptide, fluorescence polarization; Potency, µM, inactives show max response, negative = inhibition, usual class: inhibitors; hit rate 2.8% among 360,000; AID 720504, 2013; also: potency is read from the fitted curve at half-maximal effect; series mostly up to about 57 µM; % is scaled to controls: 0 for no effect and ±100 for the full control effect; nearly all actives have a fitted effect of over 65% in size
GLP1R cytotox – qHTS of GLP-1 Receptor Inverse Agonists: Cytotox Screen | HEK293 cAMP-luciferase reporter cells, luminescence, 24 h | hit rate 0.13% among 410,000 | Potency, µM (top dose mostly 38.3 µM), for inactives: at the highest dose activity change, negative = inhibition, usual class: inhibitors | AID 624418, 2012;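 also: loss of luciferase light is scored as toxicity; potency is read from the fitted curve at half-maximal effect; % is scaled to controls: 0 for no effect and ±100 for the full control effect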
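To flag toxic compounds, the library was rerun on cells for 24 hr at 37 deg C and 5% CO2. Viability-linked luminescence was captured 12 min after adding luciferase detection reagent.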
D3 antag – qHTS of D3 Dopamine Receptor Antagonist: qHTS. D(3) dopamine receptor (Homo sapiens), P35462. D3R cells, DiscoveRx beta-arrestin luminescence, antagonist mode; stronger effect = lower value. max response, negative = inhibition, %. hit rate 2.5% among 360,000; in the data active = max response below about -50%; inconclusive = no clear call, values can overlap the other calls; also: % is scaled to controls: 0 for no effect and ±100 for the full control effect; mostly tested at two doses, the higher about 12 µM
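Cells plated overnight at 1500 cells/well, then exposed to library compounds with dopamine controls for 90 minutes at 37 degrees C. DiscoveRx reagent added for 30–60 minutes at room temperature; luminescence read, quantitative HTS format.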
IL-2 act – qHTS of IL-2 Activators | IL-2 activation reporter assay, cell-based qHTS; stimulated with anti-CD3/CD4/CD28 beads; in transgenic mouse T cells | activation, % (series mostly up to about 46 µM) | hit rate 0.065% among 360,000 | AID 652025, 2013; in the data active = activation above about 50%; inconclusive = mostly about 30% to 49%; also: 0% is about no effect
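Using fluorescent plate cytometry, EGFP and DsRed are detected in transgenic mouse T cells stimulated 18 h at 37 degrees C with antibody-coated beads after 60 min compound pretreatment.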
GLP1R inv ag – qHTS of GLP-1 Receptor Inverse Agonists (Inhibition Mode) | HEK293 GLP-1R CRE-luciferase, luminescence, 24 h; GLP-1R form is constitutively active | Potency, µM (series often up to 38.3 µM), inactives show at the top dose activity change, negative = inhibition, most hits filed as inhibitors | hit rate 1.6% among 410,000 | AID 624417, 2012; also: potency is read from the fitted curve at half-maximal effect; % is scaled to controls: 0 for no effect and ±100 for the full control effect; nearly all actives have a fitted effect of over 55% in size
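Luminescence readout: a drop in cAMP-driven luciferase signal flags inverse agonism at a constitutively active GLP-1R stably expressed in HEK293. Compound exposure lasted 24 hr at 37 deg C, 5% CO2.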
PI5P4Ka inh – qHTS for Inhibitors of phosphatidylinositol 5-phosphate 4-kinase (PI5P4K); Phosphatidylinositol 5-phosphate 4-kinase type-2 alpha (Homo sapiens), P48426; hit rate 1.2% among 330,000; AID 652105, 2013; max response, %; PI5P4Kalpha enzyme, ADP-Glo luminescence, 60 min; stronger effect = lower value; active = max response of -50% or lower; inconclusive = between -30% and -50%; inactive = -30% or higher; also: value at the top dose of about 77 µM; % is scaled to controls: 0 for no effect and ±100 for the full control effect
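Quantitative HTS of the MLSMR library against PI5P4Kalpha with substrate. ATP added last at 5 microM final; room temperature, 60 minutes. Remaining ATP depleted, ADP converted and read as luminescence.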
* = called active by the depositor; ? = inconclusive; · = no result given; [ ] = remark or other dose. Unless noted, calls follow the shape of the dose curve; as a rule, active = well fitted curve in the direction sought with a large enough effect; inconclusive = small, poorly fitted or top-dose-only effect, or another doubt; inactive = no such curve, though single readings can be large; an effect the other way counts as inactive or inconclusive.

Value order: PI5P4Ka inh, GLP1R inv ag, GLP-1R agonist, GLP1R cytotox, IL-2 act, PLK1 PBD inh, DRD3 agonist, WRN inhibitor, D3 antag
O=C(Nc1ccccc1)c1cccc(-c2nnc(-c3ccccc3)o2)c1
  2, -12%, 4%, 1%, 0.7, -8%, -1, -4%, -4
CCn1c2ccccc2c2cc(NC(=O)c3cc(OC)c(OC)c(OC)c3)ccc21
  -3, ?, 15%, ?, -0.3, -3%, 3, -2%, -6
O=C1N/C(=N/N=C/c2ccccc2O)SC1Cc1ccc(F)cc1 (configuration not stated)
  11, ?, 12%, ?, 2.3, -5%, -17, 0%, -56*
CN(c1ccccc1C(=O)NC1CCCCC1)S(=O)(=O)c1ccccc1
  4, -14%, 5%, -11%, -1.1, -1%, 1, -2%, 3
O=C(CSc1nnc(NC2CC2)s1)c1ccc[nH]1
  2, ?, 0%, 2%, -0.6, 2%, 3, -9%, -18
CCOC(=O)c1ccc(S(=O)(=O)N2CCC(C(=O)N3CCN(c4ccccc4OC)CC3)CC2)cc1
  3, ?, -48%[inhibitor], -49%, -5.8, 3%, -17, -5%, -19
COc1ccc(-c2csc(N3CCC(C(N)=O)(N4CCCCC4)CC3)n2)cc1
  ·, ?, 8%, -27%, -1.3, -5%, 12, -12%, 18
COc1ccc(C(=O)NNc2ccccc2)cc1
  0, ?, -18%, 17%, -0.1, 2%, -1, -11%, 3
Cc1ccc(C(=O)N2N=C(c3ccccc3)CC2(O)C(F)(F)F)o1 (configuration not stated)
  9, ?, 12%, -12%, -1.8, -4%, 22, -7%, 11
Cc1ccc(/C(N)=N/OC(=O)c2ccc3ccccc3c2)cc1
  9, 7%, 9%, -11%, 0.2, -1%, 3, -2%, 0
COc1ccc(-c2nc3ccc(Cl)cn3c2NC2CCCCC2)cc1SC1CCCCC1
  -2, ?, 7%, -11%, -0.6, 10%, 13, 8%, 1
COc1ccccc1CNC(=O)CSc1ccc(Br)cc1
  11, ?, 1%, 17%, -4.8, 5%, -9, -4%, -16
O=C(O)CCC1COc2ccccc2O1 (configuration not stated)
  ·, 4%, 0%, 0%, -3.2, 0%, -8, 6%, -1
O=C(CCn1c(=O)oc2ccccc21)Nc1cccc([N+](=O)[O-])c1
  1, 3%, 5%, 15%, -5.8, -6%, -7, ?, -20
Cc1ccc(NC(=O)C2CCN(S(=O)(=O)c3ccc4ccccc4c3)CC2)nc1
  6, -27%, -7%, -4%, -3.9, 4%, 4, -5%, -2
O=C(CCl)Nc1cccc(-c2cnc3ccccc3n2)c1
  2, 8.9µM*, 0%, ?, -1.0, -7%, 2, -4%, -7
CSc1nc2ccccc2n1CC(=O)Nc1ccc(C)c(C)c1
  3, -24%, 10%, 0%, 4.9, -7%, -8, 4%, -13
Nc1sc2c(c1C(=O)NCCc1ccccc1)CCCC2
  ?, 10%, ·, -7%, 0.2, ?, 1, 8%, 8
COc1cccc(OC)c1C(=O)NC(=S)Nc1ccc2c(c1)Cc1ccccc1-2
  4, 0%, -11%, -12%, 0.4, -8%, 1, 13%, -5
COCc1cc(C)nc(SCC(=O)Nc2ccc3c(c2)OCCO3)c1C#N
  -2, 37%[activator], 17%, 2%, -3.0, -2%, -14, 4%, -10
C[C@@H]1CN([C@@H](C)CO)C(=O)c2cc(NC(=O)c3ccccc3)ccc2O[C@@H](C)CCCCO[C@@H]1CN(C)Cc1ccc(C(F)(F)F)cc1
  -8, 11µM*, 17%, -23%, 3.4, -6%, -7, 2%, -28
COc1cc2[nH]c(=O)n(CCC(=O)N3CCN(c4cc(Cl)ccc4C)CC3)c(=O)c2cc1OC
  ·, 0%, -1%, -30%, -2.2, 0%, 3, -2%, 30
CCOC(=O)CNC(=O)COc1coc(CN2CCN(c3ccccc3)CC2)cc1=O
  -2, 6%, 2%, -17%, 0.0, -17%, -1, -5%, -2
O=C1CCC(C(=O)OCC(=O)Nc2ccccc2Br)=NN1
  2, 6%, -9%, -6%, 1.3, 5%, 2, -1%, 8
Cn1cccc1C(=O)OCc1ccc(C(C)(C)C)cc1
  4, ?, 16%, 9%, -5.1, -2%, 18, -6%, -7
CCC1Oc2ccc(C)cc2N(CC(=O)NC2CCCCC2)C1=O (configuration not stated)
  4, -25%, 6%, 5%, -0.4, 2%, -3, 3%, 9
NC/C(=N\O)c1ccc(Cl)cc1Cl
  ·, -20%, 2%, -7%, -1.8, -1%, 2, -13%[57.1 µM], 5
COc1ccccc1-c1nc(C#N)c(NCc2ccc(F)cc2)o1
  12, -29%, 15%, -1%, 0.1, -2%, -1, -5%, 22
O=C(CCCC1=NS(=O)(=O)c2ccccc2N1)N1CCN(c2ccc(Cl)cc2)CC1
  -3, -23%, 0%, 3%, -1.3, -15%, -2, 4%, -3
N#Cc1c(N)nc2c(c1N)CC(=O)N2c1ccc(Cl)cc1
  ·, 14%, -7%, 9%, -3.2, -3%, -3, -21%, 8
COC(=O)[C@@]12CCCCN1[C@H](c1ccc(-c3ccccc3)cc1)[C@H]1C(=O)N(C)C(=O)[C@H]12
  7, 2%, -5%, 7%, -0.7, 2%, -16, -3%, -9
CCOc1ccc(NC(=O)CN2C(=O)C(C)SC(C)C2=O)cc1 (configuration not stated)
  0, 11%, -1%, 1%, 1.0, 2%, 5, -30%, 11
COC(=O)CCNC(=O)Cc1ccc(S(=O)(=O)N2CCCCC2)s1
  ?, 37%[activator], 5%, 24%, 1.1, -19%, -10, -1%[11.6 µM], -5
CC1(C)Cc2c(cnn2-c2ccc(F)cc2)C(NC(=O)CCN2CCCCC2=O)C1 (configuration not stated)
  4, 1%, 4%, -20%, -0.8, 4%, -1, 0%, -4
COc1ccccc1N1CCN(c2cc(=O)n(-c3ccc(Br)cc3)c(=O)[nH]2)CC1
  ·, 6%, -10%, -2%, -2.6, -7%, 7, 7%, -19
CC(=O)c1c(C)[nH]c(C(=O)OCC(=O)N2CCCC2=O)c1C
  0, 9%, -1%, -5%, 1.6, 3%, -3, 6%, -3
Cn1c(SCc2ccccn2)nnc1-c1ccncc1
  ·, -9%, -7%, -4%, -4.2, 0%, -1, 3%, 22
COC(=O)[C@]12C(=O)C(C)=C(O)[C@@]1(C)C(C)=CC1[C@@]34CC[C@@H](OC(C)=O)C(C)(C)C3C(C[C@]12C)OC4=O (some centres not stated)
  -9, 2%, -7%, -2%, 2.2, -6%, 3, -5%, 5
CS(=O)(=O)CCC(C(=O)OCc1ccc(Cl)cc1)N1C(=O)c2ccccc2C1=O (configuration not stated)
  -2, 11%, 8%, 8%, 0.1, -17%, 3, 8%, -15
C=CCNC(=O)c1ccc(OC2CCN(S(=O)(=O)N(C)C)CC2)cc1
  -7, 6%, 5%, 19%, 0.6, -16%, 1, 1%, 6
CC(OC(=O)CCN=C1NS(=O)(=O)c2ccccc21)C(=O)NC1CCCCC1C (configuration not stated)
  0, -5%, -6%, 11%, -6.0, -5%, -1, 17%, 10
COC(=O)CN1C(=S)N(c2ccc(OC)cc2)C(=O)/C1=C/c1ccc(OC)cc1
  2, ?, 8%, -10%, -3.4, -11%, -16, -1%, -15
COC(=O)c1ccccc1NC(=O)C1CCCC1
  0, -10%, 15%, -13%, -2.7, -11%, 4, 8%, 1
Cc1noc(C)c1COc1ccc(C(=O)N2CCN(c3cccc(Cl)c3)CC2)cc1
  3, ?, -6%, 0%, -0.8, 3%, 5, 3%, 11
COc1ccc(NC(=O)C2CC(=O)OC23CCCCC3)cc1 (configuration not stated)
  -6, -3%, 2%, 0%, -3.2, -6%, -1, 2%, -8
Cc1ccc(/C=N/n2cnc3sc(C)c(C)c3c2=O)o1
  -13, 20%, 6%, -2%, -3.3, 21µM*, 1, 7%, -1
COC(=O)CNC(=O)CSc1nnc(C)c(=O)[nH]1
  2, 11%, -4%, 6%, 0.1, -2%, 2, 3%, 0
CC1C(=O)Nc2ccccc2N1C(=O)c1ccc(Cl)c(Cl)c1 (configuration not stated)
  -11, ?, 12%, -3%, 0.4, -10%, -4, -4%, -4
CN(CC(=O)Nc1ccc(Cl)cc1)CC(=O)Nc1cc(Cl)ccc1C#N
  ·, 0%, 0%, 2%, -4.1, 3%, -14, -21%[57.1 µM], -17
Cc1c(Cc2ccccc2)sc(NC(=O)Cc2ccccc2)c1C(N)=O
  -28, -22%, 0%, -16%, -2.2, 11µM*, 2, -16%, -1
O=C(Cc1cccs1)Nc1ccc(N2CCOCC2)cc1
  -53*, 5%, 0%, 15%, 0.1, -4%, -5, -21%[57.1 µM], -1
CC(C)(C)C(=O)c1sc2nc(-c3cccs3)cc(C(F)(F)F)c2c1N
  ·, -9%, -1%, 8%, -1.2, -29%, 1, 100µM*, -19
CC1Cc2ccccc2N1C(=O)CSc1nnnn1C1CCCC1 (configuration not stated)
  2, 1%, 2%, -25%, -1.3, -4%, -1, 11%, -4
Cc1ccc(S(=O)(=O)N(C#N)c2nc(C)cc(C)n2)cc1
  ·, 0%, 30%, 2%, 1.7, 1%, 3, -9%, -19
O=C(CCc1c[nH]c2ccccc12)N1CCN(S(=O)(=O)c2ccccc2)CC1
  0, -23%, 8%, -4%, -0.1, -6%, 3, 2%, 2

A draw from above in order of molar mass, rising.
Value order: PI5P4Ka inh, GLP1R inv ag, GLP-1R agonist, GLP1R cytotox, IL-2 act, PLK1 PBD inh, DRD3 agonist, WRN inhibitor, D3 antag
COC(=O)CNC(=O)CSc1nnc(C)c(=O)[nH]1
  2, 11%, -4%, 6%, 0.1, -2%, 2, 3%, 0
Cc1c(Cc2ccccc2)sc(NC(=O)Cc2ccccc2)c1C(N)=O
  -28, -22%, 0%, -16%, -2.2, 11µM*, 2, -16%, -1
CC(C)(C)C(=O)c1sc2nc(-c3cccs3)cc(C(F)(F)F)c2c1N
  ·, -9%, -1%, 8%, -1.2, -29%, 1, 100µM*, -19
